p53null 32C tox: p53 null cell cytotoxicity, permissive temperature | Potency, µM (titrated, usually from 46.1 µM), for inactives: at the top dose activity change, negative = cytotoxicity, usual class: cytotoxic | 0.62% of 55,000 active | H1299-neo p53 null cells, ATP luminescence, 24 h, 32C;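 also: potency is read from the fitted curve at half-maximal effect; 0% = DMSO only and -100% = full killing by 100 µM tamoxifen; nearly all actives have a fitted effect of over 55% in size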
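H1299-neo (p53-null) cells, 600/well, were pre-incubated overnight at 37C, then exposed to compounds at up to 46 uM for 24 hr at 32C. Viability was measured as ATP content by luminescence, and AC50 values came from Hill fits.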
PTAP-TSG101 blk: inhibitors of HIV-1 PTAP binding to human TSG101, validation. Fluorescence polarization, FITC-PTAP peptide/Tsg101, 20 min. Potency, µM (titrated, usually from 115 µM), without a hit: top-dose activity change, negative = inhibition, most hits filed as inhibitors. 44,000 tested, under 10 active; also: potency is read from the fitted curve at half-maximal effect; 0% is about no effect
Target sequence (Q99816 whole entry, looked up): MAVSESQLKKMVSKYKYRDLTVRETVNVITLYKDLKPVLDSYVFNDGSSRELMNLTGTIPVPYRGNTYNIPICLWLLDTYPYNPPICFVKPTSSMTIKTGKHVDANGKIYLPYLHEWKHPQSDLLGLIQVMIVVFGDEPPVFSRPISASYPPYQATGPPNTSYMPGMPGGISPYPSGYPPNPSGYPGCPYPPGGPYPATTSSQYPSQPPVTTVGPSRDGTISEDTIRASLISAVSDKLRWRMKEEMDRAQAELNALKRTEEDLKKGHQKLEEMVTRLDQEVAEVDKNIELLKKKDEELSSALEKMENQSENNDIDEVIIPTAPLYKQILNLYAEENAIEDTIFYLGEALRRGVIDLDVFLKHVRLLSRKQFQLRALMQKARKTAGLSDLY
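Read-out is FITC fluorescence polarization. Compounds were added to Tsg101 binding domain (10 uM final), then FITC-PTAP peptide (50 nM final), 20 min at r.t. Total S+P intensity flags fluorescent compounds.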
GALK inhibitor: inhibitors of human galactokinase (GALK); P51570; recombinant GALK, Kinase-Glo ATP luminescence, 1 h; Potency, µM (titrated, usually from 57.5 µM), inactives show top-dose activity, negative = inhibition, actives largely listed as inhibitors; 44,000 tested, under 10 active; AID 1347072;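 also: plate controls were full GALK reaction for no effect and reaction lacking GALK for full effect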
Target sequence (P51570 whole entry, looked up): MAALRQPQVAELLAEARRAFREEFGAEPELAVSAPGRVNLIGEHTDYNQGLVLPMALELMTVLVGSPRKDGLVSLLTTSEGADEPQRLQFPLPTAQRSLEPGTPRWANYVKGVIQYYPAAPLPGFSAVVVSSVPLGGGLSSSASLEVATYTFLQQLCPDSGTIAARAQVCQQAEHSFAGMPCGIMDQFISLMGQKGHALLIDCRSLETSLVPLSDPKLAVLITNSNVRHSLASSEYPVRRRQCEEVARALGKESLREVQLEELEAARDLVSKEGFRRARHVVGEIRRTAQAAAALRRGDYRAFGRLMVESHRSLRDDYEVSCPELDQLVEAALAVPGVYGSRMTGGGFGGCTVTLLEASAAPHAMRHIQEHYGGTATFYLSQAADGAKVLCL
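5 nM GALK; 35 uM ATP; 100 uM D-galactose; 20 mM HEPES pH 8.0, 5 mM MgCl2, 60 mM NaCl, 1 mM DTT, 0.01% BSA; 1 h RT; Kinase-Glo Plus luminescence.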
B2AR arrestin ag: beta-arrestin recruitment by human beta2-adrenergic receptor ligands. P07550. HTLA Tango cells, beta-arrestin recruitment, luciferase luminescence, 18 h. Potency, µM (highest dose often 46.1 µM), inactives show at the top dose activation, actives largely listed as activators. 44,000 tested, under 10 active;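 also: potency is read from the fitted curve at half-maximal effect; 0% = DMSO and full agonism = EC100 isoproterenol or metaproterenol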
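First, Tango cells carrying beta2-AR and beta-arrestin fusions received compound up to 46 microM. After 18 hr at 37 degrees C, luciferase substrate was added for 15 minutes, then luminescence gave %Activity for curve fitting.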
NTMT1 inhibitor: NTMT1 methyltransferase inhibition; NTMT1 MTase-Glo SAH luminescence, purified enzyme; Potency, µM (doses to about 114 µM), inactives show at the top dose activity change, negative = inhibition, hits mostly inhibitors; 2.5% of 59,000 active;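 also: potency is read from the fitted curve at half-maximal effect; plate controls were DMSO vehicle for no effect and no enzyme for full effect; nearly all actives have a fitted effect of over 65% in size; many of its hits are not listed in these tables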
Target sequence (Q9BV86 whole entry, looked up): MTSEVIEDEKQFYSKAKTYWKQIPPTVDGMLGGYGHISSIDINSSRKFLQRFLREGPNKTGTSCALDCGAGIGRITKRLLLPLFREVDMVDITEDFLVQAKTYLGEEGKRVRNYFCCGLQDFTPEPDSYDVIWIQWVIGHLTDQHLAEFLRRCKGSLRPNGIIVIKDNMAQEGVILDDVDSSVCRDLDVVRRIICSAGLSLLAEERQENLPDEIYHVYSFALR
FH mod: Identification of activators of human fumarate hydratase by quantitative high-throughput screening; Fumarate hydratase, mitochondrial (Homo sapiens), P07954; FH coupled MDH/diaphorase resazurin fluorescence, 15 min; Potency, µM (series often up to 79.9 µM), for the others: at the highest dose activity change, negative = inhibition, actives largely listed as inhibitors; 0.22% of 54,000 active; also: potency is read from the fitted curve at half-maximal effect; % is scaled to controls: 0 for no effect and ±100 for the full control effect; the screen sought activators but most active calls are inhibition curves; nearly all actives have a fitted effect of over 45% in size
p53null 39C kill: p53 null cell cytotoxicity, nonpermissive temperature; H1299 p53-null (neo) cells, 39C, ATPlite viability, 24 h; Potency, µM (doses to about 46.1 µM), without a hit: top-dose activity, negative = cell killing, usual class: cytotoxic; 0.97% of 55,000 active; AID 904;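 also: potency is read from the fitted curve at half-maximal effect; 0% = DMSO only and -100% = full killing by 100 µM tamoxifen; nearly all actives have a fitted effect of over 50% in size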
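H1299 lung cancer cells, p53-null (H1299-neo) or expressing p53 A138V (H1299-p53A138V), were plated overnight at 37C, then exposed to compounds at up to 46 uM for 24 hr at 39C. Viability was read by ATP-based luminescence.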
The depositor's hits bear a star; ? = inconclusive; nt = not tested or not shown; [ ] = remark or other dose. Calls follow the shape of the dose curve; as a rule, active = well fitted curve in the direction sought with a large enough effect; inconclusive = small, poorly fitted or top-dose-only effect, or another doubt; inactive = no such curve, though single readings can be large; an effect the other way counts as inactive or inconclusive. An excerpt; rates above refer to the full screens.

SMILES	p53null 32C tox	PTAP-TSG101 blk	GALK inhibitor	B2AR arrestin ag	NTMT1 inhibitor	FH mod	p53null 39C kill
COc1ccccc1Nc1c2c(nc3ccc(NC(=O)c4cccc(OC)c4OC)cc13)CCCC2	-22%	0%	5%	1%	2%	?	14%
CNC(=O)C1CCC(Cn2c(=O)[nH]c3ccsc3c2=O)CC1 (configuration not stated)	-2%	-2%	0%	1%	11%	-6%	-5%
O=[N+]([O-])c1cc(-c2nc(-c3ccncc3)no2)ccc1NCc1ccccc1	9%	-2%	3%	-2%	6%	-23%	-7%
O=C(Nc1ncc(Cc2ccc(Cl)cc2)s1)c1ccc2c(c1)CC(c1ccccc1)OC2=O (configuration not stated)	1%	1%	7%	0%	13%	5%	-6%
COc1ccccc1CNC(=O)c1ccc(N2CCCC2)c(NC(=O)NCc2ccc(F)cc2)c1	-27%	2%	3%	1%	4%	-13%	6%
COc1ccc(CNC(=O)c2ccc(NC(=O)N3CCCCc4ccccc43)cc2)c(OC)c1	3%	-1%	-2%	0%	-18%	-15%	9%
CSc1ccc(CCNS(=O)(=O)c2ccc3c(c2)C(C)(C)C(=O)N3C)cc1	-3%	-3%	0%	0%	?	5%	-15%
CCOc1ccc(CNC(=O)C2CCN(S(=O)(=O)N3CCCCC3)CC2)cc1	-4%	2%	1%	-2%	-21%	0%	-12%
CCCOc1ccc(CNC(=O)Cn2c(=O)oc3ccccc32)cc1	-7%	0%	9%	1%	nt	nt	1%
CCN1CCN(c2ccc(NS(=O)(=O)c3c(C)nc4sccn4c3=O)cc2Cl)CC1	-5%	-5%	1%	1%	10%	-4%	-7%
COCCCNc1nc2c(c(=O)[nH]c(=O)n2C)n1CC(O)COc1ccc(Cl)cc1 (configuration not stated)	1%	-1%	4%	1%	12%	2%	2%
CCOc1ccc2nc(N3CCCC(C(=O)NCc4ccc(C)cc4)C3)sc2c1 (configuration not stated)	-5%	-1%	1%	1%	18%	-7%	?
CCN(c1ccccc1)S(=O)(=O)c1ccc2[nH]cc(C(=O)NCc3ccc(C)cc3)c(=O)c2c1	0%	2%	0%	3%	5%	-1%	28%
O=S(=O)(NCCc1csc2nc(-c3ccc(Cl)cc3)nn12)c1cccs1	7%	0%	0%	-4%	-21%	?	-2%
Cc1cc(Nc2ccccc2O)nc(C)n1	-3%	0%	-9%	-1%	4%	2%	-10%
COc1ccc(CNC(=O)CCC2N=C3c4ccccc4N=C(SCc4ccccc4F)N3C2=O)cc1 (configuration not stated)	16%	-5%	1%	-3%	5%	-20%	16%
CC(C(=O)Nc1ccccc1)n1nnc2sc3c(c2c1=O)CCCC3 (configuration not stated)	0%	2%	2%	-1%	-5%	-10%	-4%
Cn1nnnc1SCCNCc1ccccc1Cl	7%	0%	-1%	0%	2%	0%	-21%
COc1ccc(NC(=O)C2=C(C)Nc3nc(SCc4ccccc4C)nn3C2c2ccc(Br)cc2)cc1 (configuration not stated)	5%	2%	0%	1%	-2%	6%	-14%
CC(=O)Nc1ccc(NC(=O)C2CCN(S(=O)(=O)c3ccc4c(c3)CCCC(=O)N4)CC2)cc1	-8%	-5%	0%	0%	12%	-6%	-11%
Cc1ccc(CNC(=O)c2ccc3c(c2)N(Cc2cccc(Cl)c2)C(=O)CS3)cc1	8%	0%	-2%	0%	14%	-8%	10%
COc1ccc(N2CCN(C(=O)COc3ccccc3C#N)CC2)cc1	-3%	-3%	-11%	-1%	nt	nt	0%
O=C(Nc1ccc(F)cc1F)c1cccc2c1C(=O)N(C1CCCCC1)C2	0%	-3%	8%	0%	-4%	-14%	23%
O=C(CCCn1c2ccccc2c(=O)c2ccccc21)Nc1ccc(F)cc1Cl	5%	-1%	-1%	1%	11%	-3%	-29%
CCOc1ccc(CC(=O)NCc2ccc3c(c2)CCN3C(=O)c2ccc(F)cc2)cc1OCC	0%	9%	1%	-1%	6%	-1%	12%

Structures listed so far that have fluorine (5):
SMILES	p53null 32C tox	PTAP-TSG101 blk	GALK inhibitor	B2AR arrestin ag	NTMT1 inhibitor	FH mod	p53null 39C kill
COc1ccccc1CNC(=O)c1ccc(N2CCCC2)c(NC(=O)NCc2ccc(F)cc2)c1	-27%	2%	3%	1%	4%	-13%	6%
COc1ccc(CNC(=O)CCC2N=C3c4ccccc4N=C(SCc4ccccc4F)N3C2=O)cc1 (configuration not stated)	16%	-5%	1%	-3%	5%	-20%	16%
O=C(Nc1ccc(F)cc1F)c1cccc2c1C(=O)N(C1CCCCC1)C2	0%	-3%	8%	0%	-4%	-14%	23%
O=C(CCCn1c2ccccc2c(=O)c2ccccc21)Nc1ccc(F)cc1Cl	5%	-1%	-1%	1%	11%	-3%	-29%
CCOc1ccc(CC(=O)NCc2ccc3c(c2)CCN3C(=O)c2ccc(F)cc2)cc1OCC	0%	9%	1%	-1%	6%	-1%	12%

Next structures:
SMILES	p53null 32C tox	PTAP-TSG101 blk	GALK inhibitor	B2AR arrestin ag	NTMT1 inhibitor	FH mod	p53null 39C kill
CC(=O)N1CCCc2cc(S(=O)(=O)N(C)CC(=O)Nc3cccc(C)c3C)ccc21	-3%	-3%	-1%	0%	22%	9%	20%
Cc1ccc(NC(=O)Cn2c(=O)n(Cc3ccc4c(c3)OCO4)c(=O)c3ccc(C(=O)NC4CCCCC4)cc32)cc1	15%	1%	0%	0%	2%	1%	-20%
CCOC(=O)c1ccc(NC(=O)CSc2c3c(nc4cc(Cl)ccc24)CCCC3)cc1	0%	-3%	-3%	1%	14%	-18%	-11%
Cc1ccc(C2c3cccn3CCN2S(=O)(=O)c2ccc([N+](=O)[O-])cc2)cc1 (configuration not stated)	-8%	0%	1%	-3%	-5%	-6%	25%
CCCC1=Nc2cc(C(=O)NCc3ccc(OC)cc3)ccc2Sc2ccc(C)cc21	41%[activator]	-5%	3%	0%	6%	-25%	10%
CC(=O)c1ccc(C(=O)N(Cc2cccnc2)c2nc3c(C)c(C)ccc3s2)cc1	60%[activator]	5%	1%	0%	0%	-15%	-8%
CC1=C(C(=O)Nc2ccccc2C)C(c2sccc2C)n2ncnc2N1 (configuration not stated)	-3%	-6%	-1%	0%	-1%	6%	-25%
O=C(c1ccco1)N(Cc1cccnc1)c1nc2c(F)cccc2s1	-10%	-7%	-2%	-2%	14%	-6%	4%
CCOC(=O)Cc1cc(C(=O)Nc2ccc(Br)cc2)sc1-c1ccc(C)cc1	0%	-2%	3%	0%	-21%	-39%	24%
Cc1ccc(NC(=O)c2nc(S(C)(=O)=O)ncc2N(Cc2ccco2)Cc2ccco2)cc1	-4%	0%	?	-2%	-3%	?	3%
COc1ccc(CCNC(=O)c2ccc3nc(CCc4ccccc4)oc3c2)cc1OC	1%	5%	1%	-2%	?	8%	-5%
COc1cccc(-c2nc(Cn3c(=O)cc(C)c4c(C)nn(-c5ccccc5)c43)c(C)o2)c1OC	4%	-2%	3%	2%	0%	-3%	-11%
Cc1ccc(C)c(Cn2c3ccccc3c3cnn(CC(=O)NCCCc4ccccc4)c(=O)c32)c1	4%	1%	1%	-2%	1%	0%	6%
COc1cccc(C(=O)c2cn(CC(=O)NCc3ccccc3)c3nc(C)ccc3c2=O)c1	-4%	11%	-1%	?	-7%	-3%	-8%
COc1cc(OC)cc(-c2nnc(SCC(=O)c3ccc([N+](=O)[O-])cc3)o2)c1	10%	0%	9%	1%	10%	-5%	6%
CCC(C)n1c(=O)c2sccc2n2c(CCCC(=O)N3CCN(c4ccccc4)CC3)nnc12 (configuration not stated)	5%	1%	5%	-1%	-10%	-5%	-16%
O=C(Nc1ccc(C(F)(F)F)cc1)C1CCCN(c2cnccn2)C1 (configuration not stated)	-10%	1%	0%	-2%	-5%	1%	4%
Cc1ccc(OCC(=O)Nc2ccc3c(c2)nc(CCNC(=O)c2ccco2)n3C)cc1	-7%	4%	2%	0%	1%	-4%	0%
O=C(c1cccs1)c1cn(CCOc2ccc(F)cc2)c2ccccc12	5%	1%	0%	0%	10%	-3%	-21%
CCn1c(=O)c2cc(C(=O)N3CCN(c4cccc(OC)c4)CC3)sc2c2ccccc21	2%	-9%	0%	-2%	18%	-13%	0%
CCOc1ccc(-c2ccc(NS(=O)(=O)c3cc(C)c(C)cc3C)cc2)nn1	23%	3%	-3%	2%	11%	-25%	83%[activator]
Cc1cc(C(=O)NCc2ccc(Cl)cc2)c2c(C)nn(-c3ccccc3)c2n1	11%	3%	1%	-1%	0%	-3%	29%
O=C(c1ccc(F)cc1)N1c2nc(-c3ccco3)nn2C2(CCCCC2)[C@@H]2CCCC[C@@H]21	2%	2%	6%	-1%	-17%	-6%	-8%
CC1=C(C(=O)Nc2ccc(C)cc2C)C(c2ccc([N+](=O)[O-])cc2)n2ncc(C(=O)Nc3ccc(F)cc3)c2N1 (configuration not stated)	7%	-1%	2%	-1%	8%	-9%	-19%
CCOc1ccccc1C(=O)N(Cc1ccc(N(C)C)cc1)Cc1ccco1	21%	-14%	2%	0%	-4%	-17%	13%
Cc1ccc(-c2onc(C)c2C)cc1S(=O)(=O)N1CCC(C)CC1	9%	0%	-2%	-1%	3%	-8%	1%
COc1ccc(N2CCN(C3=NS(=O)(=O)C(c4cccc(Br)c4)=C3C)CC2)cc1	3%	-1%	-8%	-2%	3%	-9%	5%
COc1cc(CNc2ccc3[nH]c(=O)[nH]c3c2)ccc1OCc1ccc(F)cc1Cl	-14%	3%	0%	-4%	?	-10%	-29%
CCN(CC)S(=O)(=O)c1nnc(NC(=O)COc2ccccc2F)s1	-7%	1%	0%	0%	3%	2%	-11%

Given as a markdown table: 2 of the compounds above
| Molecule | p53null 32C tox | PTAP-TSG101 blk | GALK inhibitor | B2AR arrestin ag | NTMT1 inhibitor | FH mod | p53null 39C kill |
| --- | --- | --- | --- | --- | --- | --- | --- |
| COc1ccc(N2CCN(C3=NS(=O)(=O)C(c4cccc(Br)c4)=C3C)CC2)cc1 | 3% | -1% | -8% | -2% | 3% | -9% | 5% |
| COc1cc(CNc2ccc3[nH]c(=O)[nH]c3c2)ccc1OCc1ccc(F)cc1Cl | -14% | 3% | 0% | -4% | ? | -10% | -29% |
